Source: PubChem BioAssay (The Scripps Research Institute Molecular Screening Center)
TEAD-YAP inh: TEAD-YAP interaction inhibition. HEK-TIYL cells, TEAD-Gal4/YAP UAS-luciferase luminescence. inhibition, % at 9.12 µM. 640,000 tested, 1.4% active. AID 1259422; in the data active = inhibition above about 32%;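 also: 0% = median of test compound wells and 100% = reference inhibitor wells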
MITF primary: blocks human microphthalmia-associated transcription factor. AID 1259374. 650,000 tested, 0.91% active. inhibition, % at 2.6 µM. AlphaScreen MITF homodimerization, bead proximity signal; in the data active = inhibition above about 50%;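 also: 0% = vehicle wells with protein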
Target sequence (O75030 whole entry, looked up): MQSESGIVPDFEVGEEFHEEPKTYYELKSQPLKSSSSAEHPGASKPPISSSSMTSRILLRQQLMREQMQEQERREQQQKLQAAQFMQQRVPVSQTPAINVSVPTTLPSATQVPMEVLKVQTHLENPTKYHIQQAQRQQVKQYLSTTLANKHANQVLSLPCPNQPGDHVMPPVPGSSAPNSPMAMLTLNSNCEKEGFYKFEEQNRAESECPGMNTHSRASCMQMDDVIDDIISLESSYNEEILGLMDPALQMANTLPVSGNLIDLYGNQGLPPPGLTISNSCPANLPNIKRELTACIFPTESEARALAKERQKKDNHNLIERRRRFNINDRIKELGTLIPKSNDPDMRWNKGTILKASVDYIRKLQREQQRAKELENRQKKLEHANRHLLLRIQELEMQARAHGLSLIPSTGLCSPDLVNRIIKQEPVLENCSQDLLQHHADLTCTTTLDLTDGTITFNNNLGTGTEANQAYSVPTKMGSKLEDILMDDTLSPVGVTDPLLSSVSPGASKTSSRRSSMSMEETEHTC
GPR151 activ: activates the human receptor GPR151; Q8TDV0; AID 1508602; 650,000 tested, 1% active; PathHunter beta-arrestin GPR151 cells, luminescence; activation, % at 11.2 µM; in the data active = activation above about 4.9%;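 also: 0% = median of compound wells and 100% = cells with positive control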
Target sequence (Q8TDV0 whole entry, looked up): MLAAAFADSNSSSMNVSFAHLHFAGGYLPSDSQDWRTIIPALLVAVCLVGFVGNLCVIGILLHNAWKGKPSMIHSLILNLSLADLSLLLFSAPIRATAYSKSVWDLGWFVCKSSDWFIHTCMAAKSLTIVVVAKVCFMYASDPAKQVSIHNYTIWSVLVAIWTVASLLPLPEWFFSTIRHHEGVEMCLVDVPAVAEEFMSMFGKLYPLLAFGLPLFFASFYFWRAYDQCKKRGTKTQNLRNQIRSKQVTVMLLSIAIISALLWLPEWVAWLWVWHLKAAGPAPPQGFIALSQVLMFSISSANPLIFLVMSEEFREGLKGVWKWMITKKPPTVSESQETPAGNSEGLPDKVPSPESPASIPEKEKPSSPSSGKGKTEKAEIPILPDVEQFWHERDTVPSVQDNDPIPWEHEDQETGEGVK
FBW7 act: human FBW7 E3 ligase activation, primary screen; AlphaScreen FBW7–phospho-cyclin E peptide binding, activator screen; normalized activity (activation), % at 26.1 µM; 650,000 tested, 0.13% active; in the data active = normalized activity above about 1.9%;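 also: purified mutant Fbw7 with reduced substrate affinity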
* marks the source's active call; other numbers are inactive results.

Second line of a record: TEAD-YAP inh, MITF primary, GPR151 activ, FBW7 act
CCN=c1scc(-c2ccco2)n1/N=C/c1ccc[nH]1
    -54.3, 6.8, 0.5, 0.1
COC(=O)c1cn(NC(=O)c2ccc(OC)c([N+](=O)[O-])c2)c(=O)c2ccccc12
    13.0, 17.6, -0.8, 0.3
O=C(Nc1ccc(Cl)cc1)c1cc(S(=O)(=O)N2CCCc3ccccc32)ccc1F
    7.8, 7.2, 0.1, 0.1
COC(=O)C1C(=O)NC(SCc2cccc3ccccc23)=C(C#N)C1c1ccccc1Cl (stereo not given)
    4.1, 15.2, 1.6, 0.0
O=C(c1cccc(Cl)c1)N1c2ccccc2CCc2ccccc21
    4.2, 0.8, 1.3, -0.1
COC(CNC(=O)c1ccc2c(c1)N=C(C)c1cc(Cl)ccc1S2)OC
    37.7*, -1.3, 1.1, -0.1
O=c1[nH]c2nonc2nc1Nc1ccccc1O
    -2.7, 10.0, 0.5, -0.1
COc1cccc2cc(C(=O)N3CCN(c4ccc(-c5ccco5)nn4)CC3)oc12
    1.0, -8.4, -0.1, -0.3
Cc1cc(N2CCCC2)c(C)cc1C=O
    -11.4, 2.8, 3.0, 0.0
O=[N+]([O-])c1ccc(-c2nc(C=Nc3ccc(Cl)cc3Cl)c(O)o2)cc1
    -11.5, -10.0, -1.5, 0.4
Cc1cnc(-c2ccccc2)nc1Nc1ccccc1
    -1.9, 8.5, 0.5, -0.1
CSc1ccc(-c2nc(CSCC(=O)N(C)CCC#N)c(C)o2)cc1
    -36.4, 1.0, -0.4, -0.2
O=S(=O)(CCc1nc2ccccc2o1)c1ccc(Cl)cc1
    5.9, 0.2, 1.3, 0.1
CC(=O)c1c(C)oc2ccc(N(C(C)=O)S(=O)(=O)c3ccc(C)cc3)cc12
    10.6, 8.7, 1.0, -0.2
COc1ccc(Cl)cc1NS(=O)(=O)c1cccc2nsnc12
    -8.9, -1.7, -0.5, 0.2
Cc1cnc(SCCN2CCOCC2)nc1C1CCCN(C(=O)c2ccco2)C1 (stereo not given)
    8.0, 13.3, -1.0, 0.8
O=C(NC1CCN(Cc2ccccc2)CC1)c1ccc2nc(NCc3cccnc3)sc2c1
    6.7, -9.4, -1.7, 0.0
CN(C)S(=O)(=O)c1ccc(C(=O)NCc2n[nH]c(=S)n2-c2ccc(F)cc2)cc1
    3.6, -1.3, 0.3, -0.2
CCc1c(C)nc2ncnn2c1N1CCC(C(=O)NCc2cccc(OC)c2)CC1
    6.6, 3.4, 2.6, 0.1
O=C(O)CC(NCc1ccccc1)c1ccccc1 (stereo not given)
    7.0, -1.8, 2.5, -0.2
CCOc1ccc(NC(=O)CN(c2ccc(Oc3ccccc3)cc2)S(C)(=O)=O)cc1
    -48.4, 4.8, 0.5, 0.2
O=[N+]([O-])c1ccc(N2CCN(S(=O)(=O)c3ccc(F)cc3)CC2)cc1NC1CC1
    11.7, 16.2, 0.2, 0.0
CC1Sc2cc(S(=O)(=O)C(C)CC(=O)NCCC3=CCCCC3)ccc2NC1=O (stereo not given)
    9.8, -2.7, -0.6, -0.1
Cc1n[nH]c(C)c1NC(=O)c1ccc(-c2ccccc2)cc1
    4.8, 12.1, 0.7, 0.1
COc1ccc(CNC(=O)c2ccc(CS(=O)c3ccc(Cl)cc3)o2)cc1 (stereo not given)
    -2.0, 0.1, -0.3, -0.1
CC(C)(C)c1cc(C(=O)N/N=C/c2cc(Cl)ccc2O)n[nH]1
    75.5*, 30.7, -0.4, -1.2
O=S(=O)(Cc1ccccc1Cl)NC1CCCCCC1
    -13.8, 0.8, 0.3, 0.0
COc1cc(Nc2nc(NCCc3ccc(O)cc3)c3ncn(Cc4ccc(C(F)(F)F)cc4)c3n2)cc(OC)c1OC
    4.6, 22.8, -1.3, 0.2
Cc1cccc(NS(=O)(=O)c2ccc3c(c2)NC(=O)CC(=O)N3)c1
    -1.3, 7.6, 0.2, 0.8
Cc1ccc(-c2nnc3ccc(SCC(=O)N4CCOCC4)nn23)cc1
    0.5, 7.2, 0.0, -0.1
CC(NC(=O)C(=O)NCCOc1ccc(Cl)cc1)c1ccccc1 (stereo not given)
    0.3, 7.8, 0.7, 0.1
COc1cccc(N2C(=O)c3ccc(C(=O)Nc4cc(C)ccc4O)cc3C2=O)c1
    -7.6, 14.4, -1.5, -0.1
CC(N=C1NS(=O)(=O)c2ccccc21)C(=O)NNC(=O)c1cc(-c2ccccc2)n[nH]1 (stereo not given)
    -2.4, 5.2, 1.1, 0.1
O=C(CC(NCc1ccccc1)C(=O)O)Nc1cccc([N+](=O)[O-])c1 (stereo not given)
    -3.0, -22.8, 0.3, 0.0
CC(C)CCOC(=O)CCSc1n[nH]c(=O)[nH]c1=O
    6.0, 3.3, -0.5, 0.0
CCOC(=O)N1CCC(N2C(=O)c3ccccc3C2Nc2ccc(OCC)cc2)CC1 (stereo not given)
    2.6, 20.8, -0.1, 0.7
Cc1ccc2nc(SCC(=O)NNC(=O)COc3ccc(Br)cc3)[nH]c2c1
    -1.5, -9.4, -0.1, -0.2
CCOC(=O)c1sc2ncnc(N3CCCCC3)c2c1C
    8.3, 1.7, -0.5, 0.1
COc1ccc(NC(=O)CSc2nnc(C)n2C2CCCCC2)cc1
    5.3, 2.5, 0.8, 0.0
CC(=O)c1ccc(N(CC(=O)NC(C)C)S(=O)(=O)c2ccc(C)cc2)cc1
    0.6, -4.2, -0.2, 0.0

(continued)
Letters: A = TEAD-YAP inh; B = MITF primary; C = GPR151 activ; D = FBW7 act
> O=C1CCC(=O)N1CN1CCN(C(c2ccccc2)c2ccccc2)CC1
  A: 4.4	B: 0.4	C: 1.1	D: -0.1
> COc1cc(/C=C2\C(=O)N(c3ccc(Cl)c(C(=O)O)c3)N=C2C)ccc1O
  A: 0.9	B: -4.3	C: 2.6	D: 0.3
> CCOc1ccc(C(=O)N2CCN(c3ccc(Nc4cccc(C)n4)nn3)CC2)cc1
  A: 3.5	B: 6.0	C: 1.5	D: 0.0
> OCCOc1cccc(CN2CCOc3ccc(CN4CCC(O)CC4)cc3C2)c1
  A: -31.5	B: 1.8	C: 2.5	D: -0.2
> CCCCNC(=O)CCc1c(C)nc2cc(-c3ccc(OC)cc3OC)nn2c1C
  A: -3.0	B: 8.3	C: 0.8	D: -0.1
> COCc1ccc(C(=O)NCCN2Cc3ccccc3OC(c3ccccc3OC)C2)o1 (stereo not given)
  A: -12.8	B: -10.0	C: -1.2	D: 0.1
> O=C(Cn1nc(-c2cc3c(s2)CCC3)oc1=O)NC1CC1
  A: -31.5	B: 11.7	C: -1.2	D: 0.0
> CN(C)c1nc2c(c(=O)n(C)c(=O)n2C)n1C
  A: 0.2	B: 48.2	C: -1.6	D: -0.1
> NS(=O)(=O)c1ccc(NC(=O)COC(=O)CSc2ccc3c(c2)OCCO3)cc1
  A: -9.1	B: -4.4	C: -0.9	D: -0.1
> O=C(N/N=C/c1ccc([N+](=O)[O-])cc1)C1=CCN(Cc2ccccc2)CC1
  A: -4.9	B: -28.5	C: -1.5	D: 0.1
> N#C/C(=C\c1ccccc1O)c1nc2ccccc2c(=O)[nH]1
  A: -19.0	B: -10.7	C: -1.3	D: 0.0
> CC(=O)Nc1ccc(Nc2ncnc3nc(N4CCC(N5CCOCC5)CC4)[nH]c23)cc1
  A: -6.8	B: 2.9	C: -1.9	D: -0.2
> COc1cc(/C=C2\SC(=S)N(CCS(=O)(=O)O)C2=O)cc(OC)c1O
  A: 0.2	B: 15.9	C: -0.5	D: -1.2
> Cc1nn(CC(=O)Nc2cccc3nsnc23)c(=O)n2cccc12
  A: 0.5	B: 9.0	C: -1.4	D: 0.0
> Cc1cc(O)c(C2(O)C(=O)Nc3ccccc32)cc1C (stereo not given)
  A: 7.3	B: 0.2	C: 1.3	D: 0.1
> O=C1c2ccccc2C(=O)N1C[N+](=O)[O-]
  A: -1.3	B: 8.8	C: 0.5	D: 0.2
> COc1ccccc1/C=C/C=C1\N=C(c2cccc(C)c2)OC1=O
  A: -2.1	B: 8.0	C: 0.2	D: 0.0
> O=c1ccc2cc3c4c(oc3cc2o1)CCCC4
  A: -1.9	B: -2.7	C: -0.1	D: 1.0
> Clc1ccc(OCCOCCn2ccnc2)cc1Cl
  A: -7.9	B: 43.0	C: 0.1	D: -0.1
> CN(C)c1ccc(NC(=S)Nc2cccc([N+](=O)[O-])c2)cc1
  A: -24.9	B: 13.9	C: 0.9	D: -0.5
> COCCn1c(SCC(=O)Nc2ccc(C)c(Cl)c2)nc2c(c1=O)SC(C)C2 (stereo not given)
  A: -7.5	B: 0.0	C: -0.2	D: -0.1
> O=c1c2c(nc(NCCCO)n1-c1ccccc1)-c1ccccc1CC21CCCC1
  A: -3.9	B: -1.5	C: -0.9	D: -0.1
> CCOC(=O)C(C)Sc1nnc2n(C)c(=O)c3ccccc3n12 (stereo not given)
  A: 1.9	B: -8.0	C: 0.0	D: -0.3
> O=C1CCCN1CCn1cnc2c(NCc3nc4ccccc4[nH]3)nc(Nc3cccnc3)nc21
  A: -8.6	B: -2.6	C: -2.6	D: -0.1
> COc1ccc(CO[C@@H]2O[C@H](CO)[C@@H](O)[C@H](O)[C@H]2NC(C)=O)cc1OC
  A: -0.1	B: 6.3	C: -1.0	D: 0.2
> CCC/C=N/NC(=O)c1ccccc1Cl
  A: -12.7	B: 7.6	C: 0.7	D: 0.0
> COC(=O)C(C)Sc1nc2c([nH]c3ccccc32)c(=O)n1-c1ccc(OC)cc1 (stereo not given)
  A: -1.0	B: 1.9	C: 1.9	D: 0.1
> COc1ccc(CNC(=O)CSc2nnc(NC(=O)C3CC3)s2)cc1
  A: -2.1	B: 5.6	C: -0.5	D: 0.1
> CC(=O)c1ccc(N2CCN(C(=O)c3cc(F)c(F)cc3Cl)CC2)c(F)c1
  A: -11.1	B: 1.1	C: -0.1	D: -0.1
> O=C(NCc1ccccc1C(F)(F)F)c1cnc2sc3ccccc3n2c1=O
  A: 5.8	B: 2.1	C: 0.1	D: 0.2
> COc1ccccc1NC(=O)C(NS(=O)(=O)c1ccc2c(c1)oc(=O)n2C)C(C)C (stereo not given)
  A: 3.6	B: 11.4	C: 0.5	D: -0.1
> CC(=O)Nc1ccc(NC(=O)c2ccccc2S(=O)(=O)c2ccccc2[N+](=O)[O-])cc1
  A: -1.1	B: -0.5	C: 1.7	D: 0.4
> CCOc1ccc(NC(=O)/C=C/c2ccc(C(C)(C)C)cc2)cc1
  A: -5.2	B: -1.5	C: -1.1	D: -0.1
> CCCCN(C)c1cc(C)c2c(OC)ccc(OC)c2n1
  A: 3.8	B: -5.9	C: 2.1	D: 0.0
> C/C(=N\Nc1nc(C)cc(C)n1)c1ccccn1
  A: -7.4	B: 7.5	C: -0.8	D: -0.7
> CC(=O)OC1(c2ccccc2)CC(C)CN(C)C1 (stereo not given)
  A: -1.9	B: -5.9	C: 0.2	D: 0.2
> NC(=O)NC(=O)COC(=O)CCCSc1nc2ccccc2s1
  A: 15.5	B: -8.9	C: -4.9	D: 0.1
> Cc1ccc(N2CCN(S(=O)(=O)c3ccccc3)CC2)cc1C
  A: -1.5	B: 11.9	C: -1.2	D: 0.1
> CCN(CCCNC(=O)CCCn1c(=S)[nH]c2ccsc2c1=O)c1ccccc1
  A: -5.9	B: -5.6	C: -1.3	D: 0.1
> CC1=C(C(=O)OCc2ccccc2)C(c2ccccc2[N+](=O)[O-])CC(=O)N1 (stereo not given)
  A: 2.0	B: -8.1	C: 1.0	D: -0.2

By substructure: those above with an NH in an aromatic ring
Letters: A = TEAD-YAP inh; B = MITF primary; C = GPR151 activ; D = FBW7 act
> CCN=c1scc(-c2ccco2)n1/N=C/c1ccc[nH]1
  A: -54.3	B: 6.8	C: 0.5	D: 0.1
> O=c1[nH]c2nonc2nc1Nc1ccccc1O
  A: -2.7	B: 10.0	C: 0.5	D: -0.1
> CN(C)S(=O)(=O)c1ccc(C(=O)NCc2n[nH]c(=S)n2-c2ccc(F)cc2)cc1
  A: 3.6	B: -1.3	C: 0.3	D: -0.2
> Cc1n[nH]c(C)c1NC(=O)c1ccc(-c2ccccc2)cc1
  A: 4.8	B: 12.1	C: 0.7	D: 0.1
> CC(C)(C)c1cc(C(=O)N/N=C/c2cc(Cl)ccc2O)n[nH]1
  A: 75.5*	B: 30.7	C: -0.4	D: -1.2
> CC(N=C1NS(=O)(=O)c2ccccc21)C(=O)NNC(=O)c1cc(-c2ccccc2)n[nH]1 (stereo not given)
  A: -2.4	B: 5.2	C: 1.1	D: 0.1
> CC(C)CCOC(=O)CCSc1n[nH]c(=O)[nH]c1=O
  A: 6.0	B: 3.3	C: -0.5	D: 0.0
> Cc1ccc2nc(SCC(=O)NNC(=O)COc3ccc(Br)cc3)[nH]c2c1
  A: -1.5	B: -9.4	C: -0.1	D: -0.2
> N#C/C(=C\c1ccccc1O)c1nc2ccccc2c(=O)[nH]1
  A: -19.0	B: -10.7	C: -1.3	D: 0.0
> CC(=O)Nc1ccc(Nc2ncnc3nc(N4CCC(N5CCOCC5)CC4)[nH]c23)cc1
  A: -6.8	B: 2.9	C: -1.9	D: -0.2
> O=C1CCCN1CCn1cnc2c(NCc3nc4ccccc4[nH]3)nc(Nc3cccnc3)nc21
  A: -8.6	B: -2.6	C: -2.6	D: -0.1
> COC(=O)C(C)Sc1nc2c([nH]c3ccccc32)c(=O)n1-c1ccc(OC)cc1 (stereo not given)
  A: -1.0	B: 1.9	C: 1.9	D: 0.1
> CCN(CCCNC(=O)CCCn1c(=S)[nH]c2ccsc2c1=O)c1ccccc1
  A: -5.9	B: -5.6	C: -1.3	D: 0.1
